# Bioassay records from PubChem.
# pPAFAH FP inh: pPAFAH enzyme inhibitors, primary screen, biochemical, fluorescence polarization, human. Platelet-activating factor acetylhydrolase (Homo sapiens), Q13093. recombinant pPAFAH, FP-rhodamine probe fluorescence polarization. inhibition, % at 3.39 µM. 330,000 compounds, 1.5% hits. AID 463082, 2010;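 active means inhibition above the mean inhibition across the screen plus 3 SD, cut at about 25% in these data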;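 further: inhibitors block binding of the rhodamine activity-based probe so polarization drops; 0% = enzyme with DMSO and 100% = wells lacking pPAFAH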
# Target sequence (Q13093 whole entry, looked up): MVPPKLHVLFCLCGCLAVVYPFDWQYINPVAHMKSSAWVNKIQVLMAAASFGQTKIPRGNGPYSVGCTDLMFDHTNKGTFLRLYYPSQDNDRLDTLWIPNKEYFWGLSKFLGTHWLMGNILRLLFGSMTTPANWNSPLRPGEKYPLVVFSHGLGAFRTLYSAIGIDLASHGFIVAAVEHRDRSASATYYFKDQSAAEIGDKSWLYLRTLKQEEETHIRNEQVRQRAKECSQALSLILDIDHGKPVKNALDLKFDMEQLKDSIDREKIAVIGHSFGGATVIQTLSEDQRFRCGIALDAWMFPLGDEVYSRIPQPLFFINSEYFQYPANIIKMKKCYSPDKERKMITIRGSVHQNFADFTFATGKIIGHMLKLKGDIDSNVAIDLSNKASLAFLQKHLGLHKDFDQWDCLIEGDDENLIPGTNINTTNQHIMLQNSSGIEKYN
# PAFAH1B2 inh: PAFAH1B2 enzyme inhibitors, primary screen, biochemical, fluorescence polarization, human | Platelet-activating factor acetylhydrolase IB subunit alpha2 (Homo sapiens), P68402 | recombinant PAFAH1B2, FP-rhodamine activity probe | inhibition, % at 3.39 µM | 340,000 compounds, 1.2% hits;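 active means inhibition above the mean of all tested compounds plus 3 SD, cut at about 24% in these data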;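 further: 0% = enzyme with DMSO and 100% = wells lacking PAFAH1B2; many of its hits are not listed in these tables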
# PAD4 inh: human PAD4 inhibitors, primary screen, biochemical, fluorescence polarization, 1536-well format; 330,000 compounds, 0.41% hits; inhibition, % at 6.36 µM; Protein-arginine deiminase type-4 (Homo sapiens), Q9UM07; recombinant PAD4, RCA probe fluorescence polarization;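 active means percent inhibition above a cutoff equal to the mean of all tested compounds plus 3 SD, cut at about 15% in these data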;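 further: 0% = PAD4 with RCA probe and DMSO and 100% = probe without PAD4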
# PAFAH2 FP inh: PAFAH2 enzyme inhibitors, primary screen, biochemical, fluorescence polarization, human | recombinant PAFAH2, FP-rhodamine activity probe | inhibition, % at 3.39 µM | 340,000 compounds, 0.99% hits | AID 492956, 2010;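 active means inhibition above the mean over all tested compounds plus 3 SD, cut at about 30% in these data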;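 further: inhibitors block probe labeling of enzyme so polarization drops; 0% = enzyme with DMSO and 100% = wells lacking PAFAH2 protein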
# Fam108B counter: mouse Fam108B serine hydrolase inhibitors, primary screen, counter-screen for RBBP9 inhibitor project, biochemical, fluorescence polarization; recombinant Fam108B, FP-Rh probe fluorescence polarization; inhibition, % at 9.51 µM; 300,000 compounds, 0.33% hits; AID 1947, 2009;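 active means inhibition above the screen mean inhibition plus 3 SD, computed separately per campaign, cut at about 18% in these data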;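 further: inhibitors lower polarization as less probe binds the enzyme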
# PAFAH1B3 FP inh: PAFAH1B3 enzyme inhibitors, primary screen, biochemical, fluorescence polarization, human; 340,000 compounds, 0.28% hits; recombinant PAFAH1B3, FP-rhodamine probe; AID 492972, 2010; Platelet-activating factor acetylhydrolase IB subunit alpha1 (Homo sapiens), Q15102; inhibition, % at 3.39 µM;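 active means inhibition above the screen-wide average of all tested compounds plus 3 SD, cut at about 25% in these data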;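 further: 0% = enzyme with DMSO only and 100% = wells lacking PAFAH1B3 protein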
# LYPLA1 counter: LYPLA1 inhibitors, primary screen, counter-screen for PME1 inhibitor project, biochemical, fluorescence polarization, FP-Rh probe ABPP | Acyl-protein thioesterase 1 (Homo sapiens), O75608 | recombinant LYPLA1 | inhibition, % at 5.9 µM | 320,000 compounds, 0.16% hits;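 active means inhibition above the mean of all tested compounds plus 3 SD, set per campaign, cut at about 14% in these data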;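 further: inhibitors block serine hydrolase probe labeling of LYPLA1 so polarization falls; 0% = enzyme with DMSO and 100% = wells lacking LYPLA1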
# Target sequence (O75608 whole entry, looked up): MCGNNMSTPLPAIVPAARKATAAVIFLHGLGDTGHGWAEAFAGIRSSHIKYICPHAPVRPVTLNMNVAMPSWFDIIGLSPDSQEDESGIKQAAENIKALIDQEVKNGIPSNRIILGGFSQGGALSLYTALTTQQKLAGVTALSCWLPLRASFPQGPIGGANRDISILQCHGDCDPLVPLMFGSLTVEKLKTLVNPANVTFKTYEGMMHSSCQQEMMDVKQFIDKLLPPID
# GSTO1 inh: inhibitors of recombinant GSTO1, primary screen, counter-screen for RBBP9 inhibitor project, biochemical, fluorescence polarization | Glutathione S-transferase omega-1 (Homo sapiens), P78417 | activity-based probe fluorescence polarization | inhibition, % at 5.96 µM | 300,000 compounds, 1.1% hits;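 active means inhibition above the campaign mean inhibition plus 3 SD, cut at about 35% in these data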;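 further: 0% = GSTO1-1 with DMSO and 100% = wells lacking GSTO1-1 enzyme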
# Target sequence (P78417 whole entry, looked up): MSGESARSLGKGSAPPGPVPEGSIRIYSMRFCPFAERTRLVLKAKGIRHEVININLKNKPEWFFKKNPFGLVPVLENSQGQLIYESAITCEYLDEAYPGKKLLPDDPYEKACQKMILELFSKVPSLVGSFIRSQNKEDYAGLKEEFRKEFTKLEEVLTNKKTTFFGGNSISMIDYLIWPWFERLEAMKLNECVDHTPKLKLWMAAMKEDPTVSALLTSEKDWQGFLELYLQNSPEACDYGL
# PME-1 inh: PME-1 inhibitors via competitive probe labeling, primary screen, biochemical, fluorescence polarization, FP-Rh probe, HTS; 320,000 compounds, 0.53% hits; Protein phosphatase methylesterase 1 (Homo sapiens), Q9Y570; recombinant PME-1; inhibition, % at 5.9 µM;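 active means inhibition above the campaign mean of all compounds plus 3 SD, cut at about 26% in these data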;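 further: competitive labeling of PME-1 active site by serine hydrolase directed probe; 0% = PME-1 with DMSO and 100% = wells lacking PME-1 enzyme; inhibitors block probe labeling so polarization falls and inhibition rises; many of its hits are not listed in these tables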
# * marks the source's active call; other numbers are inactive results; x = not tested or not shown.
SMILES,pPAFAH FP inh,PAFAH1B2 inh,PAD4 inh,PAFAH2 FP inh,Fam108B counter,PAFAH1B3 FP inh,LYPLA1 counter,GSTO1 inh,PME-1 inh
O=C(COC(=O)CNC(=O)C12CC3CC(CC(C3)C1)C2)Nc1ccccc1,9,9,-10,23,-3,-5,5,0,7
COc1ccc(-c2cc(=O)oc3c(C)c(OCC(=O)NCCCn4ccnc4)ccc23)cc1,-2,3,-3,8,-1,13,1,-5,10
CN1CCN(C(=O)c2ccc3c(c2)N(Cc2ccccc2)CCS3)CC1,0,4,2,0,2,2,-1,2,14
COc1ccc(/C=C/C(=O)c2ccccn2)cc1,6,6,-21,-6,-4,9,-2,1,-4
CC(C)C[C@@]12C(=O)N(c3ccc(Br)cc3)C(=O)N1[C@H](c1ccc(Br)cc1)[C@@H]1C(=O)N(C(C)(C)C)C(=O)[C@@H]12,4,-4,-3,-5,-5,-7,-3,0,-5
Cc1ccc(C(=O)OCC(=O)NNC(=O)c2ccc([N+](=O)[O-])cc2)o1,16,4,-1,1,1,5,2,-1,3
O=C(Nc1c2c(nn1-c1ccccc1)CS(=O)C2)c1ccco1 (centres undefined),-7,4,6,1,0,-2,0,6,-4
COc1cc(NS(=O)(=O)c2ccc(NC(=O)c3cccs3)cc2)nc(OC)n1,-4,2,1,4,-2,0,-6,-2,-3
CCCCCOC(=O)c1[nH]c2c(c1C)C(=O)CC(c1ccco1)C2 (centres undefined),-8,-1,-7,0,-7,0,-2,-6,-8
COc1ccc(-c2sc3ccccc3c2C#CC2(O)CCCCC2)cc1,-8,-3,-10,-12,-19,-8,-12,-10,-15
Cc1ccc(NC(=O)CSc2nc3ccccc3nc2N2CCOCC2)cc1,13,-5,-1,-3,0,0,-2,3,-3
CCOC(=O)c1cc(C(C)(C)C)nc(SC)c1C#N,2,4,0,2,-6,3,0,4,1
CC(CN1C(C)CCCC1C)OC(=O)c1ccccc1F (centres undefined),4,0,-4,0,0,-2,1,-2,-9
CCOC(=O)CSc1nc2ccc(C)cc2[nH]1,2,0,3,12,0,5,7,-1,1
Cn1c2ccccc2c(=O)c2c(=O)n(-c3ccccc3)c(-c3ccc(C(C)(C)C)cc3)nc21,9,4,0,2,0,4,-2,-4,-4
CCn1c(=O)n(CC)c2cc(N3CCCC3)c(NC(=O)c3cccc(OC)c3)cc21,6,4,-1,1,6,5,-4,2,0
Cc1ccc(C(=O)NC2CCN(CC(=O)Nc3c(C)cc(C)cc3C)CC2)cc1,2,0,2,-6,-1,-8,-1,3,6
CN(c1ccccc1)S(=O)(=O)c1ccc(C(=O)Nc2nnc(C3CC3)o2)cc1,8,5,3,0,1,15,2,-33,2
CCOC(=O)N1CC(=O)Nc2ccc(Br)cc2C1c1ccccc1 (centres undefined),-9,3,3,0,-1,11,3,0,-9
COc1ccc(C(=O)C(C)OC(=O)CCN2C(=O)C3CC=CCC3C2=O)cc1 (centres undefined),-6,1,-2,8,x,1,1,x,2

# Part of the list above in another layout:
Cc1ccc(C(=O)OCC(=O)NNC(=O)c2ccc([N+](=O)[O-])cc2)o1
  pPAFAH FP inh: 16	PAFAH1B2 inh: 4	PAD4 inh: -1	PAFAH2 FP inh: 1	Fam108B counter: 1	PAFAH1B3 FP inh: 5	LYPLA1 counter: 2	GSTO1 inh: -1	PME-1 inh: 3
O=C(Nc1c2c(nn1-c1ccccc1)CS(=O)C2)c1ccco1 (centres undefined)
  pPAFAH FP inh: -7	PAFAH1B2 inh: 4	PAD4 inh: 6	PAFAH2 FP inh: 1	Fam108B counter: 0	PAFAH1B3 FP inh: -2	LYPLA1 counter: 0	GSTO1 inh: 6	PME-1 inh: -4
COc1cc(NS(=O)(=O)c2ccc(NC(=O)c3cccs3)cc2)nc(OC)n1
  pPAFAH FP inh: -4	PAFAH1B2 inh: 2	PAD4 inh: 1	PAFAH2 FP inh: 4	Fam108B counter: -2	PAFAH1B3 FP inh: 0	LYPLA1 counter: -6	GSTO1 inh: -2	PME-1 inh: -3
CCCCCOC(=O)c1[nH]c2c(c1C)C(=O)CC(c1ccco1)C2 (centres undefined)
  pPAFAH FP inh: -8	PAFAH1B2 inh: -1	PAD4 inh: -7	PAFAH2 FP inh: 0	Fam108B counter: -7	PAFAH1B3 FP inh: 0	LYPLA1 counter: -2	GSTO1 inh: -6	PME-1 inh: -8

# Other structures follow.
SMILES,pPAFAH FP inh,PAFAH1B2 inh,PAD4 inh,PAFAH2 FP inh,Fam108B counter,PAFAH1B3 FP inh,LYPLA1 counter,GSTO1 inh,PME-1 inh
Cc1ccc(SCCNC(=O)c2ccc(CN3CCOCC3)cc2)cc1,4,14,-2,1,-2,7,-1,-2,0
CCN(CC)C(=O)CN(C)S(=O)(=O)c1cccc2nsnc12,0,-2,-4,-6,8,3,0,0,1
CCCCn1c(N)c(N(CC(C)C)C(=O)c2oc3c(Cl)cccc3c2C)c(=O)[nH]c1=O,4,1,2,5,0,3,-3,-8,-2
N#Cc1c(C#N)c(-c2ccccc2)n(-c2ccccc2)c1N,9,8,-7,4,0,-2,-2,-10,4
O=C(CCS(=O)(=O)c1ccc(Cl)cc1)OCC(=O)N1CCCCC1,8,7,1,6,4,4,-1,9,5
O=C(/C=N/O)NCc1ccncc1,3,3,-1,-6,-2,10,2,5,-2
Cc1ccc(-c2nc3[nH]c(=O)cc(NC(=O)C(C)C)n3n2)cc1,-3,3,-4,5,3,1,2,-7,-2
COc1cccc(C(=O)N2CCC(n3nccc3NC(=O)C3CCOC3)CC2)c1 (centres undefined),-2,-4,-1,2,5,2,-1,-2,2
O=C(O)c1[nH]c2ccc(Cl)cc2c1CC(=O)N1CCN(C(=O)c2ccco2)CC1,2,12,3,6,-6,-4,-6,-17,-9
COc1c(OC(C)=O)c(=O)n2c3ccccc3c3ccnc1c32,2,13,4,2,-1,5,0,2,-8
O=C1CC2(CCN(C(=O)c3ccc(Cl)cc3)CC2)Oc2ccccc21,1,5,3,3,4,4,-3,-5,-1
CCc1nc(SCC(=O)NC2CCCC2)c2oc3ccccc3c2n1,0,4,1,8,2,6,-2,2,-1
CN1CCN(C(=S)c2cn(Cc3ccc(F)cc3)c3ccccc23)CC1,0,4,-1,-2,6,4,2,7,3
O=C(CCc1nc2ccccc2c(=O)[nH]1)Nc1cccc(S(=O)(=O)N2CCCCC2)c1,5,-2,-3,0,-4,-3,2,3,23
c1ccc(-c2ccnc3nc(N4CCN(c5ccccc5)CC4)nn23)cc1,2,5,0,-1,1,6,-4,11,1
COc1cc(CN2CCN(Cc3ccco3)CC2)cc(OC)c1,2,1,-4,7,0,4,-2,4,1
O=C(Cn1cccc1)NC1CCCCCC1,-2,4,1,1,-1,9,3,-2,2
CC1(c2nnc(-c3ccc(Cl)cc3)o2)CC(c2cccc(Cl)c2)=NO1 (centres undefined),2,-1,-6,2,2,-6,-6,3,-3
CCCCOc1ccc(OCCCC)c2c1NC1(N2)C(=O)N(C(C)=O)c2ccccc21,-1,-6,-5,3,0,4,2,5,-7
CCOc1ccccc1C(C(=O)NC1CCCCC1)N(C(=O)c1csnn1)C1CC1 (centres undefined),3,6,0,3,0,5,4,2,0

# Results in PAD4 inh, for 5 of the compounds above:
molecule | PAD4 inh
CCCCn1c(N)c(N(CC(C)C)C(=O)c2oc3c(Cl)cccc3c2C)c(=O)[nH]c1=O | 2
COc1cccc(C(=O)N2CCC(n3nccc3NC(=O)C3CCOC3)CC2)c1 (centres undefined) | -1
N#Cc1c(C#N)c(-c2ccccc2)n(-c2ccccc2)c1N | -7
O=C(O)c1[nH]c2ccc(Cl)cc2c1CC(=O)N1CCN(C(=O)c2ccco2)CC1 | 3
COc1cc(CN2CCN(Cc3ccco3)CC2)cc(OC)c1 | -4

# The list continues:
SMILES,pPAFAH FP inh,PAFAH1B2 inh,PAD4 inh,PAFAH2 FP inh,Fam108B counter,PAFAH1B3 FP inh,LYPLA1 counter,GSTO1 inh,PME-1 inh
O=C(OCn1nnc2ccccc2c1=O)C1CCCCC1,5,2,3,16,-4,2,-2,13,-2
N#CCCN1CCN(C(=S)c2ccc(-c3ccc(Cl)cc3)o2)CC1,3,5,3,-4,0,4,-1,-10,-1
O=C(Cn1cc(C(F)(F)F)ccc1=O)N/N=C/c1cccc(Cl)c1Cl,1,5,2,-4,-3,3,1,12,1
O=C(CN1C(=O)/C(=C/c2ccc(C(F)(F)F)cc2)Sc2ccccc21)NCCCN1CCOCC1,13,3,0,-2,1,-2,-4,0,2
CC(OC(=O)c1ccc(Cl)cc1)C(=O)NCC1CCCCC1 (centres undefined),8,1,-1,4,x,1,2,x,2
CC(C)N(C(=O)Cn1c(SCC(=O)NCc2ccc3c(c2)OCO3)nc2ccccc21)C(C)C,2,4,-7,9,-3,5,-2,-4,4
COc1cc(/C=N/NC(=O)c2cnccn2)cc(OC)c1OC,3,2,3,11,-5,8,2,2,2
COc1ccc(C(C2C(=O)CC(C)(C)CC2=O)C2C(=O)CC(C)(C)CC2=O)cc1COCC(F)(F)F,0,0,5,16,3,6,-1,4,3
CC1CCN(C(C(=O)Nc2ccc3c(c2)OCO3)c2ccccc2)CC1 (centres undefined),11,4,1,2,1,0,1,4,-2
Cc1cc(C)n(-c2ccc(C(=O)NC3=NCCS3)cc2)n1,5,2,0,-9,2,10,0,-3,10
CCCCNC(=O)c1cccnc1SCC(=O)Nc1ccccc1OC,10,6,-1,0,-3,8,-1,3,1
CN(C(=O)COC(=O)/C=C/c1ccc2c(c1)OCO2)c1c(N)n(Cc2ccccc2)c(=O)[nH]c1=O,-3,3,4,1,-2,11,1,-2,-5
COCCNC(=O)Cn1cnc2c(cnn2-c2ccc(OC)cc2)c1=O,2,1,0,4,-2,-1,1,4,-1
Cc1cccc(-n2c(SCc3ccc(C#N)cc3)nnc2-c2c[nH]c3ccccc23)c1,0,6,-1,5,4,5,-6,-3,2
Cc1ccc(NC(=O)CN(C)C(=O)CSc2ccccc2F)cc1,6,-3,-9,-10,x,8,x,x,x
CCCc1cc(=O)oc2cc(OCc3cccc(OC)c3)c(Cl)cc12,0,-1,-8,10,0,-4,5,3,0
O=C(NCc1cccs1)c1cc(S(=O)(=O)N2CCOCC2)c(Cl)cc1Cl,2,3,2,2,-1,-4,5,6,9
CC(C)(C)C(=O)Cn1c(NCCCO)nc2ccccc21,0,1,5,7,6,3,2,6,-1
CCC(=O)Nc1nc2ccccc2n1CCN1CCOCC1,4,7,-1,-9,7,-2,-2,6,-2
O=C(CNS(=O)(=O)c1ccccc1)OCC(=O)c1ccc(Br)cc1,9,21,1,9,1,5,0,0,-1

# Some of the compounds tested. The share of hits here may be higher or lower than overall.
